SENP1 FRET inh = human SENP1 catalytic domain inhibitors, primary screen, biochemical, FRET, uHTS | recombinant SENP1 catalytic domain, CyPet-SUMO1-YPet FRET cleavage | inhibition, % at 10 µM | 360,000 compounds, 0.21% hits;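 active = inhibition at least 30% at 10 µM, raw YFP signal under a set limit, fluorescence ratio 0.5 to 1.5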;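 also: 0% = enzyme with DMSO and 100% = no enzyme wells; some results filed as inactive read as strong as hits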
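Material – human SENP1 catalytic domain · Input – SENP1 enzyme, 20 pM final · Compound dosing – single concentration of 10 µM compound, 0.5% DMSO final · Timing – enzyme reaction for 50 min at room temperature, dark · Measured by – FRET fluorescence in CFP and YFP emission channels · Control set – no-enzyme wells low, DMSO-plus-enzyme wells high control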
SENP7 inh = SENP7 protease inhibitors, primary screen, biochemical, luminescence, uHTS; recombinant SENP7, Z-RLRGG-aminoluciferin luminescence, 40 min; inhibition, % at 5 µM; 330,000 compounds, 1.5% hits; AID 434973, 2010;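 active = inhibition above about 50% at the single test dose, limit read from the data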;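 also: plate controls were DMSO with enzyme for no effect and no enzyme buffer wells for full effect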
Target sequence (Q9BQF6 706-1050 limits assumed): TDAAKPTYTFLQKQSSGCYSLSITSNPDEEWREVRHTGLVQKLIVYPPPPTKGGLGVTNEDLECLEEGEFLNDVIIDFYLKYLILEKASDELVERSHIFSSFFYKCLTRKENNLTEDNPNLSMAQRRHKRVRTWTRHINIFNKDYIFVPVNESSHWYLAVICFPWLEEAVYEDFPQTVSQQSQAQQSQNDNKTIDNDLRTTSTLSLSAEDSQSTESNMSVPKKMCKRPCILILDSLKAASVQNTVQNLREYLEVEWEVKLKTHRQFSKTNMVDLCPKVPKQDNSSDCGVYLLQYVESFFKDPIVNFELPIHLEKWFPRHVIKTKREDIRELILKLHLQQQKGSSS
PfGluPho inh = PfG6PD enzyme inhibitors, primary screen, biochemical, fluorescence intensity, uHTS | glucose-6-phosphate dehydrogenase-6-phosphogluconolactonase (Plasmodium falciparum 3D7) | PfGluPho enzyme, NADPH resazurin-diaphorase fluorescence | inhibition, % at 20 µM | 350,000 compounds, 0.78% hits;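 active = inhibition reaching at least a set limit at 20 µM in the primary screen, cut at about 59% in these data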;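 also: 0% = DMSO wells with substrate and 100% = DMSO wells lacking glucose-6-phosphate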
SENP8 block-1 = SENP8 protease inhibitors, primary screen, biochemical, luminescence | purified SENP8, Z-RLRGG-aminoluciferin cleavage | 330,000 compounds, 1.2% hits | AID 2540, 2010 | inhibition, % at 10 µM | Sentrin-specific protease 8 (Homo sapiens), Q96LD8; in the data active = inhibition above about 50%
Target sequence (Q96LD8 whole entry, looked up): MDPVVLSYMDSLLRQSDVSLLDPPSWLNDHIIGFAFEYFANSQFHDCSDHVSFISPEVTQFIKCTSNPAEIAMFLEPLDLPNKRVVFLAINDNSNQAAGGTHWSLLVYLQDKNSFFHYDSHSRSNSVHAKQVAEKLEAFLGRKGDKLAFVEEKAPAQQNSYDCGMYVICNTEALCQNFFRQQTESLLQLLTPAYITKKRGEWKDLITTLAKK
SENP6 block = SENP6 protease inhibitors, primary screen, biochemical, luminescence, uHTS | inhibition, % at 10 µM | AID 2599, 2010 | 330,000 compounds, 1.8% hits | Recombinant SENP6 catalytic domain, aminoluciferin luminescence | Sentrin-specific protease 6 (Homo sapiens), Q9GZR1;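 active = inhibition above about 50% at the single tested dose, limit read from the data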;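 also: plate controls were DMSO wells with enzyme for no effect and DMSO wells lacking enzyme for full effect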
Target sequence (Q9GZR1 628-1112 limits assumed): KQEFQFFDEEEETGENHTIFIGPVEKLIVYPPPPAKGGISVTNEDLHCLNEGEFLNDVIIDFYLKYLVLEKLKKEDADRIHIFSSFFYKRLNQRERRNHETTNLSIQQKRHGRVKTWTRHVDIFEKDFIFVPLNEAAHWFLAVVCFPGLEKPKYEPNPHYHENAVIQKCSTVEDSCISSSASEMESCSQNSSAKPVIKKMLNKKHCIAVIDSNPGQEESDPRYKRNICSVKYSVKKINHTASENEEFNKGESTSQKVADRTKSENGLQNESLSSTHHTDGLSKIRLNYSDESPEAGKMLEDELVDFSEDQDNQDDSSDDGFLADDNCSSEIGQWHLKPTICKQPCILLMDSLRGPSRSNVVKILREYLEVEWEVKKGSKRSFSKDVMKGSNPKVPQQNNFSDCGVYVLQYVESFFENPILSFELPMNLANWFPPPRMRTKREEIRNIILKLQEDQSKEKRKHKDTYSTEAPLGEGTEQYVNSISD
beta cell repl = inducers of MIN6 beta-cell proliferation, primary screen, ATP luminescence, uHTS; MIN6 cells proliferation, ATPlite luminescence, 48 h; cells starved in 0.2% serum; 100% = growth in 10% serum; proliferation, % at 10 µM; 330,000 compounds, 0.29% hits; AID 2380, 2010;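 active = compounds whose signal lies at least 3.5 SD above the mean of all wells on their plate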;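 also: 0% = DMSO-treated cells in low-serum medium and 100% = 10% serum control; some compounds called inactive have numbers as strong as hits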
UBC13 polyUb = UBC13 polyubiquitin chain formation inhibitors, primary screen, biochemical, TR-FRET, uHTS | Ubiquitin-conjugating enzyme E2 N (Homo sapiens), P61088 | inhibition, % at 20 µM | 330,000 compounds, 0.47% hits; in the data active = inhibition above about 45%, passing the limit was not always enough
SENP8 block-2 = human SENP8 protease inhibitors, primary screen, biochemical, fluorescence, Nedd8 protein substrate, uHTS | Sentrin-specific protease 8 (Homo sapiens), Q96LD8 | recombinant SENP8 | inhibition, % at 20 µM | 360,000 compounds, 0.64% hits | AID 602440, 2012; in the data active = inhibition mostly above about 40%, no sharp cut-off; inactive = mostly below about 27%
HKDC1 inhibitor = HKDC1 hexokinase inhibitors, primary screen, biochemical, fluorescence, uHTS | Q2TB90 | recombinant HKDC1, G6PDH/diaphorase resazurin coupled fluorescence | inhibition, % at 20 µM | 340,000 compounds, 0.16% hits | AID 493160, 2011;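 active = inhibition above about 35% when tested at 20 µM, limit read from the data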;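 also: plate controls were DMSO wells with enzyme for no effect and DMSO wells lacking enzyme for full effect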
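Material: recombinant HKDC1 hexokinase; Amount: HKDC1 at 5 µg/mL; Medium: Tris pH 8.0 buffer with MgCl2, Tween-20, BSA, BME; Schedule: 90 min reaction incubation at room temperature, dark; Technique: coupled resazurin fluorescence, excitation 525 nm, emission 613 nm.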
* = called active by the depositor; nt = no result given.

SMILES | SENP1 FRET inh | SENP7 inh | PfGluPho inh | SENP8 block-1 | SENP6 block | beta cell repl | UBC13 polyUb | SENP8 block-2 | HKDC1 inhibitor
COc1ccc(C2CC(c3ccccc3OC(C)=O)=NN2C(=O)/C=C/c2ccccc2)cc1OC (stereo not drawn) | 5 | 3 | 24 | 0 | -2 | -5 | 15 | -1 | 2
CCCCOC(=O)CSC1=C(C#N)C(c2ccccc2OCC)C(C#N)C(=O)N1 (stereo not drawn) | -104 | -11 | -88 | -6 | -18 | -3 | 3 | -52 | -3
CCOc1ccc(NC(=O)Nc2cc(C)on2)cc1 | 0 | 26 | 3 | 2 | 23 | -2 | -1 | 14 | 4
CCc1cc(C(=O)Cc2nc3ccccc3[nH]2)c(O)cc1O | -56 | -1 | 13 | -5 | -7 | -1 | -10 | -332 | 0
CCOc1ccc(OCc2cccc(C(=O)N(CC)CC)c2)cc1 | -1 | -11 | 19 | -1 | 5 | -4 | 1 | 6 | -11
Nc1nc(Nc2ccccc2Br)nc(C(F)(F)F)n1 | 3 | -12 | 9 | -17 | -17 | 5 | 12 | 8 | -4
COc1ccc(C2c3[nH]c4ccccc4c3C[C@H]3C(=O)N(CC(C)C)CC(=O)N23)c(OC)c1 (stereo partly drawn) | -7 | 1 | -16 | 1 | -13 | -4 | 1 | 11 | -2
Cn1c(-c2ccccc2)cnc1NCc1cc2c(cc1[N+](=O)[O-])OCO2 | 3 | -1 | 21 | -4 | -5 | 1 | 10 | 5 | -11
Clc1cccc(Cc2nn[nH]n2)c1 | 0 | 2 | -9 | -7 | 0 | -5 | -2 | 26 | -6
c1ccc(CC(Nc2ccccn2)c2ccccc2)cc1 (stereo not drawn) | 1 | 3 | -16 | 6 | 3 | -4 | 5 | 4 | -6
CS(=O)(=O)N(CC(=O)N1CCN(Cc2ccccc2)CC1)c1cccc(F)c1 | 0 | -5 | 6 | -6 | 5 | -5 | -13 | 7 | -5
C=C1CCC[C@]2(C)C[C@H]3OC(=O)C(CN(Cc4ccc(OC)c(OC)c4)CC(C)O)[C@H]3CC12 (stereo partly drawn) | 1 | 1 | 3 | 5 | -6 | -3 | 2 | 23 | -1
CC(NC(=O)c1ccc(Br)o1)c1ccc(-n2ccnc2)cc1 (stereo not drawn) | -1 | 11 | -7 | -6 | -7 | 2 | -1 | 7 | -1
Cc1cc(N)ccc1-n1nc2ccccc2n1 | 0 | 2 | -9 | -5 | -17 | -2 | 14 | -414 | -4
CSc1ccccc1NC(=O)C1CCCN(S(C)(=O)=O)C1 (stereo not drawn) | 1 | 1 | -26 | 6 | -16 | 3 | 8 | 6 | -2
COC(=O)[C@]1(C)N[C@H](CN(C)C(=O)c2ccc(C(C)(C)C)cc2)[C@@H]2C(=O)N(Cc3ccccc3)C(=O)[C@@H]21 | 2 | 0 | 19 | -5 | -21 | 0 | 11 | 18 | -4
Cn1c(=O)c2c(nc(N3CCC(C(N)=O)CC3)n2CCSc2nc3ccccc3s2)n(C)c1=O | 1 | 2 | 7 | -4 | -16 | -1 | 2 | -122 | -2
O=C(NCc1cccs1)C1CCCN(C(=O)Nc2ccc(F)cc2)C1 (stereo not drawn) | 3 | -3 | -6 | -2 | 5 | 3 | 1 | 9 | -4
COc1ccc(CNS(=O)(=O)c2ccc3oc(C(=O)O)c(C)c3c2)cc1 | 0 | -4 | -20 | -2 | -5 | -3 | 6 | 6 | -2
Cc1cnc(C(=O)Nc2ccc(C(=O)N3CCCCC3)cc2)cn1 | 4 | 3 | -3 | -5 | 15 | 0 | 1 | 22 | -4
COC(=O)c1cnc[nH]1 | 0 | -3 | -5 | 4 | 7 | 2 | 4 | -6 | 6
CCCCSc1nnc(CSc2ncccn2)n1C | 0 | -20 | -12 | -4 | 9 | -2 | -15 | 36 | -3
COC(=O)c1ccccc1COn1c(=O)c[n+]([O-])c2ccccc21 | 6 | -5 | 13 | -9 | -12 | -1 | -6 | -41 | -1
O=C(COc1coc(CN2CCCc3ccccc32)cc1=O)Nc1ccccc1 | 16 | 1 | 4 | 6 | -17 | 2 | -4 | -3 | -2
CC[C@H](C)[C@H](NC(N)=O)C(=O)NCCc1ccc(Cl)cc1Cl | 0 | -2 | -6 | -3 | 1 | 1 | -4 | -7 | -5
COc1ccc2c(c1)Cc1sc(NC(=O)c3cccs3)nc1-2 | -7 | 94* | 13 | 96* | 92* | -1 | -18 | 15 | 3
O=C1N[C@@H](Cc2ccccc2)COC(=O)[C@H](Cc2ccc(F)cc2)CC/C=C/C[C@H]1CC(=O)N(CCO)Cc1ccccc1 | 3 | -12 | 7 | -8 | -11 | -6 | -6 | 18 | 2
Cc1ccc(OCCC(=O)Nc2ccc(S(=O)(=O)Nc3nccs3)cc2)cc1 | 0 | 1 | -24 | -6 | 8 | 1 | 17 | 12 | -3
O=C(C1=C(O)C(=O)N(Cc2cccnc2)C1c1cccc(Oc2ccccc2)c1)c1ccco1 (stereo not drawn) | 3 | 4 | -3 | 6 | 11 | 4 | -33 | -2 | 7
O=C(c1cccc(Cl)c1)N1CCN(Cc2ccncc2)CC1 | 2 | nt | -7 | nt | nt | nt | nt | 0 | -6
Cc1ccc(/C=C/C(=O)OC(C)C(=O)Nc2ccc(Cl)cn2)o1 (stereo not drawn) | -8 | -3 | 42 | -6 | 5 | 0 | -3 | -7 | -12
CC[C@]12c3[nH]c4ccccc4c3CCN1C(=O)C(CC(=O)NCCc1ccccn1)C[C@@H]2C(=O)N1CCN(C(=O)c2ccco2)CC1 (stereo partly drawn) | -2 | -5 | 1 | -14 | 0 | -5 | -13 | 2 | -4
CC(c1ccco1)N(C(=O)c1cccc(Br)c1)c1ccccn1 (stereo not drawn) | -1 | -5 | -4 | 4 | 5 | 0 | -1 | 8 | 2
CCc1ccc(Nc2nc3ccccc3c(=O)s2)cc1 | 2 | 4 | 7 | -1 | -1 | -1 | 26 | 11 | -8
CCOc1ccc(-c2nnc(N3CCCCC3)c3ccccc23)cc1 | 1 | -1 | -11 | -6 | 13 | -6 | 0 | -11 | 10
CCOC(=O)Cc1csc(NC(=O)CSc2nc(-c3ccccc3)c(C#N)c(=O)[nH]2)n1 | 0 | 11 | -44 | -11 | 0 | -1 | 10 | -35 | 13
CC(=O)NCCc1ccc(C(=O)CSc2nnc(C3CC3)n2C2CC2)cc1 | 3 | 1 | -15 | -4 | -12 | -2 | 8 | 7 | 7
COc1cccc(N(C(=O)Cn2nnc(-c3ccc(F)cc3)n2)C(C(=O)NCC2CCCO2)c2ccc(Cl)cc2)c1 (stereo not drawn) | 1 | -5 | -6 | -10 | -33 | -5 | -13 | 10 | -8
Cn1cc(C(=O)C(=O)NC2CCCCC2)c2ccccc21 | 2 | -2 | 3 | -6 | -5 | 4 | 31 | 11 | 2
CC(C)/C=C/C(=O)N1CCC(N2CCC(C(=O)NCc3ccccn3)CC2)CC1 | -22 | 7 | 8 | 6 | -2 | -2 | -2 | -28 | 2
CC12CCC(C(=O)C1)C1(C)CCCC(=O)C21 (stereo not drawn) | 1 | nt | -16 | nt | nt | nt | nt | 26 | 3
CCc1c(C)sc(NC(=O)c2noc(C)c2[N+](=O)[O-])c1C#N | 1 | 5 | 41 | -1 | -1 | -3 | 2 | 8 | -10
CC(=O)c1ccc(Nc2nc(=O)c3cccnc3s2)cc1 | 0 | -2 | 18 | 8 | 5 | -2 | 2 | 8 | 3
CC1CCCC(C)N1C(=O)COC(=O)c1ccccc1O (stereo not drawn) | 1 | 0 | -8 | -16 | -2 | -1 | -3 | -67 | 0
CC(=O)c1cccc(NC(=O)C(C)OC(=O)C2=NNC(=O)CC2)c1 (stereo not drawn) | 4 | 0 | -18 | 7 | -11 | 2 | 12 | 11 | 0
N#Cc1c(/N=C/c2ccccc2)oc(-c2ccccc2)c1-c1ccccc1 | 0 | 11 | 3 | -6 | -10 | -2 | 15 | -261 | 2
COCCNC(=O)CN1C(=O)CSc2cc(S(=O)(=O)N3CCCCCC3)ccc21 | 2 | -5 | -1 | 5 | 3 | 1 | -3 | 16 | -5
CC(=O)c1cccc(NC(=O)N2C3CCC2CC(NC(=O)Nc2ccccc2)C3)c1 (stereo not drawn) | -1 | -3 | 1 | 3 | 13 | -4 | 6 | -2 | -9
COc1cc(C(=O)Nc2cccc(-c3nc4cc(C)cc(C)c4o3)c2)cc(OC)c1OC | 1 | nt | 7 | nt | nt | nt | nt | 9 | 12
Cn1cnc2c1c(=O)n(Cc1ccc(Cl)cc1Cl)c(=O)n2C | 0 | -3 | -9 | -4 | 2 | -2 | 28 | 3 | -1
Continuation.
SMILES | SENP1 FRET inh | SENP7 inh | PfGluPho inh | SENP8 block-1 | SENP6 block | beta cell repl | UBC13 polyUb | SENP8 block-2 | HKDC1 inhibitor
Cc1cc2c(cc1S(=O)(=O)N(C)Cc1ccccc1)OCC(=O)N2 | 2 | 11 | -4 | -6 | 1 | -1 | -3 | -2 | -6
CC(C)(C)C(=O)NC1CCN(S(=O)(=O)c2cccc(C(F)(F)F)c2)CC1 | 3 | 1 | 4 | 8 | 8 | 2 | 4 | 32 | 2
N#Cc1c(NC(=O)CCCl)sc2c1CCCCC2 | -1 | -7 | 0 | -8 | -12 | -6 | -4 | 1 | 1
CCOCc1nnc(NC(=O)CSCc2ccccc2)s1 | -2 | -3 | -9 | -2 | -8 | 3 | 0 | 13 | -3
Cc1cc(-n2c(C)cc(C(=O)CCl)c2C)no1 | -1 | 0 | -8 | -2 | -5 | -6 | 10 | 13 | 11
CC(C)CN1CCC(C(=O)NCC2CCCO2)CC1 (stereo not drawn) | -2 | -1 | -15 | -2 | -13 | 2 | 6 | 15 | -5
CN(C)[C@@H](CO)c1nnc([C@H](Cc2ccc(O)cc2)NC(=O)C2CCNCC2)o1 | -1 | 1 | -6 | 5 | 3 | -4 | -8 | 13 | -10
Cc1ccc(S(=O)(=O)c2nc(Cc3ccccc3)oc2N2CCOCC2)cc1 | 2 | -7 | -7 | 3 | -1 | -1 | -10 | -2 | -3

Sorted by number of heavy atoms (low to high): some entries from above
SMILES | SENP1 FRET inh | SENP7 inh | PfGluPho inh | SENP8 block-1 | SENP6 block | beta cell repl | UBC13 polyUb | SENP8 block-2 | HKDC1 inhibitor
CC12CCC(C(=O)C1)C1(C)CCCC(=O)C21 (stereo not drawn) | 1 | nt | -16 | nt | nt | nt | nt | 26 | 3
COc1ccc2c(c1)Cc1sc(NC(=O)c3cccs3)nc1-2 | -7 | 94* | 13 | 96* | 92* | -1 | -18 | 15 | 3
Cc1ccc(/C=C/C(=O)OC(C)C(=O)Nc2ccc(Cl)cn2)o1 (stereo not drawn) | -8 | -3 | 42 | -6 | 5 | 0 | -3 | -7 | -12
CCCCOC(=O)CSC1=C(C#N)C(c2ccccc2OCC)C(C#N)C(=O)N1 (stereo not drawn) | -104 | -11 | -88 | -6 | -18 | -3 | 3 | -52 | -3
